Bioassay records from PubChem BioAssay.
NF-kB expr up – NF-kB expression increase, human neuronal cells | fold change at 12.5 µM | actives 1.6% (n = 190,000) | NF-kB reporter expression; stronger effect = higher value; in the data active means fold change above about 3.3
TNAP act hi DEA – increases human TNAP activity under high phosphate acceptor concentration; purified TNAP, CDP-star luminescence, 1 M DEA, 30 min; stronger effect = higher value; 0 = EDTA background, 1 = DMSO-only activity; activation factor at 20 µM; 200,000 tested, under 10 active;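 active means activation factor at least 2 at 20 µM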
Target sequence (P05186 whole entry, looked up): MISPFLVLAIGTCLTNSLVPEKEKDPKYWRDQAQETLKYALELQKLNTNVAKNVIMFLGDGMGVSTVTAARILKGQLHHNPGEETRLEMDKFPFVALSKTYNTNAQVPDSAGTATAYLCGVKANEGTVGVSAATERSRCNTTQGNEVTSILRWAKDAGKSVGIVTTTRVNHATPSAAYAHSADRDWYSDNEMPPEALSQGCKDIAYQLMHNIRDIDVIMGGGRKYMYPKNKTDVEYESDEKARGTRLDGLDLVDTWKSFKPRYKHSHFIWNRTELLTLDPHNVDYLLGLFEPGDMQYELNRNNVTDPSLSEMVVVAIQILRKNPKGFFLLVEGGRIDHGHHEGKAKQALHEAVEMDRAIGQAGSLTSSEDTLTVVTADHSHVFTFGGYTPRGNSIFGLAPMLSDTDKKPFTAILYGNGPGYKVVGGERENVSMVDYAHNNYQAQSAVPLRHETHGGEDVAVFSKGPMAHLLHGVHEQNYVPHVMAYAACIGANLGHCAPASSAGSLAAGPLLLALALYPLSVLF
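system = human TNAP | amount = enzyme diluted 1/800 final | reagent = 100 µM CDP-star substrate | signal = luminescent substrate turnover signal | dosing = one dose, 20 µM | benchmarks = EDTA negative control, DMSO positive control | measure = activation factor | timing = 30 min reaction, room temperature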
bIAP activator – increases bovine intestinal alkaline phosphatase activity. purified bovine IAP, CDP-star luminescence, 30 min; stronger effect = higher value; fold of DMSO-control signal, blank-subtracted. AID 1016. actives 0.17% (n = 200,000). activation factor at 20 µM;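 active means activation factor of 2 or more at 20 µM, a signal rise over negative controls twice the positive control's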
FLuc inhib CS – Photinus pyralis luciferase inhibition counter-screen | ATPLite firefly luciferase biochemical luminescence, 10 min | inhibition, % at 10 µM | actives 1.5% (n = 200,000) | AID 1006;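 active means inhibition above about 50% when tested at 10 µM, limit read from the data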
Target sequence (P08659 whole entry, looked up): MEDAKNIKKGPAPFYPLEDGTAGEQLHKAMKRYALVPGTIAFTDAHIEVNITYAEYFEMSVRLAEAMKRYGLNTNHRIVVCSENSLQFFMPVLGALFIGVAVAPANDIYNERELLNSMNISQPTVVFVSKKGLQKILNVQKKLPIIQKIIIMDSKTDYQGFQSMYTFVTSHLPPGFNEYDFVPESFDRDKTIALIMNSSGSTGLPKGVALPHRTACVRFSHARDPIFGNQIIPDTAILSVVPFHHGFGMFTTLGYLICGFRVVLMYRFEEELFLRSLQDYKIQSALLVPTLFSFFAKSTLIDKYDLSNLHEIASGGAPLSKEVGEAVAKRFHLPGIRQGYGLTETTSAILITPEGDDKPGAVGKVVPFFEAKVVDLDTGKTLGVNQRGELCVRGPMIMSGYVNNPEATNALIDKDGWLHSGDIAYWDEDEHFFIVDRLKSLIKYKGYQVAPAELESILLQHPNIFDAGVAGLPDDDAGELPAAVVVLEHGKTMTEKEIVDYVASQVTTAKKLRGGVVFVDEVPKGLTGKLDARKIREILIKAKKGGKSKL
PMI act satM6P – increases human PMI activity with near-saturating mannose 6-phosphate | coupled PMI enzyme assay, resazurin fluorescence, 20 min; stronger effect = higher value; 1 = untreated enzyme, 0 = substrate-free blank | activation factor at 20 µM | actives 0.34% (n = 190,000);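 active means activation factor of 2 or more at 20 µM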
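test system = human PMI in coupled enzyme assay | medium = HEPES-buffered pH 7.4 with magnesium and detergent | also added = 1.0 mM mannose-6-phosphate substrate with 0.22 mM NADP+ | compound = 20 µM single dose | times = 20 min incubation at room temperature | measured by = resorufin fluorescence (Ex 544/Em 590 nm) from resazurin via diaphorase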
TNAP inh hi DEA – blocks human TNAP under high phosphate acceptor concentration; purified TNAP, CDP-star luminescence, 1 M DEA; inhibition, % at 20 µM; actives 0.03% (n = 200,000); AID 1135;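 active means over 50% inhibition of tissue-nonspecific alkaline phosphatase at 20 µM in the single-dose screen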;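 further: plate controls were DMSO wells for no effect and EDTA-quenched wells as full inhibition for full effect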
TNAP inh no acc – TNAP (human) inhibition, acceptor-free conditions. P05186. purified TNAP, CDP-star luminescence, 30 min. inhibition, % at 20 µM. actives 0.26% (n = 200,000). AID 1012;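 active means tissue-nonspecific alkaline phosphatase inhibition above about 50% at 20 µM in the single-dose screen, limit read from the data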;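 further: 0% = DMSO negative control and 100% = EDTA positive control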
FLuc stim CS – affects firefly luciferase, flagging false hits in luciferase stimulation screens | P08659 | activation factor at 10 µM | 200,000 tested, under 10 active | ATPlite luciferase biochemical, luminescence, 10 min; 0 = ATP-free wells, 1 = DMSO control;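 active means luciferase activation factor, scaled between plate controls, of at least 2 with compound at 10 µM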
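System: luciferase plus luciferin reagent, cell-free; medium: PBS as buffer for the ATP substrate; dosing: test compounds dosed from 2 mM stocks in 100% DMSO; timing: 10 min post-reagent at room temperature; measured by: luminescence measurement of luciferase light output; evaluation: luciferase activation, seen as luminescence increase over controls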
APP 5'UTR act – activates APP 5'UTR luciferase reporter; SH-SY5Y APP 5'UTR luciferase reporter, luminescence; zero percent = DMSO vehicle wells; actives 1% (n = 190,000); activation, % at 2 µM;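 active means activation above a set limit, based on mean plus 3 SD of controls, cut at about 140% in these data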; further: values of inactives mirror those of a sister screen read the other way
PMI act – increases human mannose-6-phosphate isomerase activity; actives 0.005% (n = 190,000); AID 1214; purified human PMI, coupled resazurin fluorescence, 20 min; stronger effect = higher value; 1 = vehicle control, 0 substrate-free wells; activation factor at 20 µM;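 active means activation factor of 2 or more at 20 µM, relative to plate controls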
Active calls of the source: *; nt = not tested or not shown.

SMILES	NF-kB expr up	TNAP act hi DEA	bIAP activator	FLuc inhib CS	PMI act satM6P	TNAP inh hi DEA	TNAP inh no acc	FLuc stim CS	APP 5'UTR act	PMI act
O=C(O)CCn1nnc(-c2ccccc2)n1	1	1	1	-4	1.1	-1	-1	1	-2	1.1
COc1ccc(/C=N/OCC(=O)N2CC3(C)CC2CC(C)(C)C3)cc1OC (configuration not stated)	0.8	1	1	-2	0.9	3	-4	1	5	0.9
CCCn1c(SCC(=O)N2CCN(C(=O)c3ccco3)CC2)nc2ccccc2c1=O	0.94	1.1	1.1	-4	0.9	-5	-7	1	2	1
N/C(COc1cccc(Cl)c1)=N\NS(=O)(=O)c1ccccc1	1.2	1	0.8	-2	0.9	1	-9	1	10	0.9
C/C(=N\NC(=O)CC1N=C(Cc2ccccc2)NNC1=O)c1ccc(Cl)cc1Cl (configuration not stated)	0.79	1	1	-3	1	2	1	1	-16	0.9
CCOc1ncccc1C(=O)OCC(=O)Nc1ccc2c(c1)OCO2	1.2	0.9	1	2	1	5	-2	1	3	1
O=S(=O)(NC1CCCCC1NCc1ccco1)c1ccccc1 (configuration not stated)	1	1.1	1	-1	0.9	-6	-13	1	-8	0.9
COCC(=O)N(c1ccc(C(C)C)cc1)C1C=CS(=O)(=O)C1 (configuration not stated)	1.3	1	0.9	-7	1	1	-11	1.1	11	0.9
Nc1c(C(=O)NCCC2=CCCCC2)sc2ccc(S(=O)(=O)N3CCCCC3)cc12	0.73	1	1	-8	1	-2	-4	1.1	22	0.9
Cc1ccc(NC(=S)N/N=C/c2c(Cl)cccc2Cl)c(C)c1	2.7	1	0.9	-16	0.9	-3	-9	1.2	-95	0.8
CCCCC(=O)NNC(=S)NC(=O)CCC	0.86	1	1	-6	0.9	-3	-27	1.1	0	1
CC(OC(=O)c1cccs1)C(=O)NCc1cccs1 (configuration not stated)	1	1	1	-7	1	-3	-9	1.1	23	1.1
Cc1ccc(N2C(=O)C(Cl)=C(Nc3c(C)n(C)n(-c4ccccc4)c3=O)C2=O)cc1	0.92	1	1	-7	1.3	-1	-10	1.1	6	1.2
CC(=O)N(Cc1ccc(F)cc1)Cc1nc2ccccc2c(=O)[nH]1	1.2	1	1	-7	1.1	-2	-3	1.1	11	1
CCN(CC)CC(O)CN1C(=O)NC(C)(C)C1=O (configuration not stated)	1.2	1	1	-2	1.1	-4	-10	1	0	1
Cc1cccc(C(=O)Nc2cccc(-c3ccc4nncn4n3)c2)c1	0.77	1	0.9	1	1.1	-2	6	1	-9	1.1
O=C(CSc1nc2ccccc2c(=O)n1NC(=O)Cc1ccccc1)NCc1ccccc1	1	1	1	-1	1	-1	-8	1	3	0.9
CCOC(=O)C1CCCN(C(=O)c2ccccc2[N+](=O)[O-])C1 (configuration not stated)	1	1	1	3	1	-1	-7	1	-15	1.1
COc1ccc(C(=O)Nc2nc3ccc4nc(C)sc4c3s2)cc1	1.1	1	1	1	1	2	-4	1	-3	0.9
CCOC(=O)c1c(-c2ccc(OC)cc2)csc1NC(=O)CCN1CCOCC1	nt	1.1	1.1	-4	1.1	-5	-12	1	20	1

Pulled one by one from above:
SMILES	NF-kB expr up	TNAP act hi DEA	bIAP activator	FLuc inhib CS	PMI act satM6P	TNAP inh hi DEA	TNAP inh no acc	FLuc stim CS	APP 5'UTR act	PMI act
Nc1c(C(=O)NCCC2=CCCCC2)sc2ccc(S(=O)(=O)N3CCCCC3)cc12	0.73	1	1	-8	1	-2	-4	1.1	22	0.9
CCOC(=O)c1c(-c2ccc(OC)cc2)csc1NC(=O)CCN1CCOCC1	nt	1.1	1.1	-4	1.1	-5	-12	1	20	1

The list goes on:
SMILES	NF-kB expr up	TNAP act hi DEA	bIAP activator	FLuc inhib CS	PMI act satM6P	TNAP inh hi DEA	TNAP inh no acc	FLuc stim CS	APP 5'UTR act	PMI act
COc1cc(C)nc(Oc2ccc(OCCOc3ccc(C)cc3)nn2)n1	1.1	1.1	1	-2	1	-6	-10	1	-22	1
S=c1nc(-c2ccco2)[nH][nH]1	1.1	1.1	1	-4	1.1	-5	-16	1	3	0.6
Cc1ccc(C2=NNC(=O)C(c3ccc(Cl)cc3)C2)cc1 (configuration not stated)	0.84	1	0.9	-8	0.9	-4	-10	1.1	nt	0.9
O=C(Nc1ccc(F)cc1)c1cc(-c2ccccc2)no1	1.3	1	0.8	1	1.1	-4	-39	1	-3	1.1
O=C(O)C1CCCCC1C(=O)NCCCc1ccccc1 (configuration not stated)	1.4	1.1	0.9	-8	1	-6	-14	1.1	-2	1
COC(=O)CSc1nc2ccc(NC(=O)c3ccccc3C(=O)N3CCOCC3)cc2s1	1.2	1.1	1.1	3	0.8	-7	-17	1	-5	0.8
Nc1ccc(OCc2ccco2)cc1	1.3	1	1.1	-3	0.9	-3	-7	1	18	1
O=C(N/N=C/C1CC=CCC1)c1cc2ccccc2cc1O (configuration not stated)	0.94	1	0.8	24	0.9	0	-26	0.8	10	0.8
CCOc1cccc(-c2nnc3sc(-c4cc(OC)c(OC)c(OC)c4)nn23)c1	0.72	1	0.9	-6	1.1	-3	-8	1.1	-12	1
CC(CCc1ccccc1)NC(=O)CSc1ccccn1 (configuration not stated)	1.4	1.1	0.9	-11	1	-8	-9	1.1	18	1.1
CCC(=O)c1cn(CC(=O)OC)c2ccccc12	1.2	1	0.9	-2	1.1	0	-9	1	-68	1
COc1ccc(S(=O)(=O)NCc2cccs2)cc1	1	1	0.6	-6	1.2	-4	-22	1.1	8	1.1
Cc1ccc(CSC2=Nc3ccccc3C3=NC(CCC(=O)NCc4ccco4)C(=O)N23)cc1 (configuration not stated)	1.2	1.1	1	-5	0.9	-5	-11	1.1	36	0.9
CCOCCCNc1c2c(nc3cc(-c4ccc(F)cc4)nn13)CCC2	1.2	1	0.8	-5	1.1	-4	-9	1	-3	1.1
COc1ccc(N2CCN(Cc3cc4c(cc3O)CCC4)CC2)cc1	1	0.9	1	-2	0.9	6	1	1	-4	0.9
Cc1cc(C)n(C(=O)c2c([N+](=O)[O-])c(C)nn2C)n1	0.99	0.9	0.8	-3	0.9	6	-4	1	8	1
COc1ccccc1NC(=O)C1=C(C)Nc2nnnn2C1c1cccc(C)c1 (configuration not stated)	1.1	1.1	0.9	-1	1.1	-6	-15	1	-9	1
O=C(Nc1nnc(C2CC2)s1)c1cc2c(s1)CCCCCC2	1.2	1	0.6	-4	1	-3	-4	1	-12	0.9
CN(C)c1ccc(C(=S)N2CCN(C(=S)Nc3cccc4ccccc34)CC2)cc1	1.7	1	1	-1	0.5	-2	-12	1	10	0.8
Cc1cccc(NC(=S)N(Cc2ccc(Cl)cc2)Cc2ccc(C(=O)O)cc2)c1	0.94	1	1	-9	1.1	-2	2	1.1	2	1.1

Single records, as listed above.
COCC(=O)N(c1ccc(C(C)C)cc1)C1C=CS(=O)(=O)C1 (configuration not stated) in the list: NF-kB expr up: 1.3; TNAP act hi DEA: 1; bIAP activator: 0.9; FLuc inhib CS: -7; PMI act satM6P: 1; TNAP inh hi DEA: 1; TNAP inh no acc: -11; FLuc stim CS: 1.1; APP 5'UTR act: 11; PMI act: 0.9
O=S(=O)(NC1CCCCC1NCc1ccco1)c1ccccc1 (configuration not stated) in the list: NF-kB expr up: 1; TNAP act hi DEA: 1.1; bIAP activator: 1; FLuc inhib CS: -1; PMI act satM6P: 0.9; TNAP inh hi DEA: -6; TNAP inh no acc: -13; FLuc stim CS: 1; APP 5'UTR act: -8; PMI act: 0.9

(cont.)
SMILES	NF-kB expr up	TNAP act hi DEA	bIAP activator	FLuc inhib CS	PMI act satM6P	TNAP inh hi DEA	TNAP inh no acc	FLuc stim CS	APP 5'UTR act	PMI act
CCOC(=O)c1sc(NC(=O)CSc2nnc(-c3ccco3)n2CC)c(C(=O)OCC)c1C	0.54	1.1	0.9	-3	0.9	-5	-9	1	12	0.9
Nc1ccc2ncccc2c1N	nt	0.9	0.9	10	0.5	9	7	0.9	nt	0.8
CCCS(=O)(=O)N1CCCC(C(=O)NCCc2ccc(Cl)cc2)C1 (configuration not stated)	1.1	1	1.1	-7	0.9	-4	-7	1.1	nt	0.9
O=C1N/C(=C\c2ccsc2)C(=O)N1Cc1ccc(F)cc1	0.95	1	0.9	-3	1	4	2	1	10	0.9
O=c1c2ccccc2ncn1CCCSc1ccccc1	1.4	1.1	1	-8	1.1	-5	-1	1.1	22	1.1
CS(=O)(=O)Nc1ccccc1C(=O)NCc1ccccc1Cl	nt	1	1	-1	1	-1	-7	1	7	1
COc1ccc(C(=O)NCc2ccccc2)cc1S(=O)(=O)N1CCCc2ccccc21	0.87	1	0.9	2	1	1	-4	1	9	1
CSc1ccccc1OC1CCN(Cc2ccccc2)CC1	1	1	0.9	-1	1.1	-3	1	1	0	1.1
COc1cc2[nH]c(=S)n(Cc3ccc(C)o3)c(=O)c2cc1OC	1.1	1.1	0.9	-9	0.9	-5	-6	1.1	7	1
O=[N+]([O-])c1ccc(O)c(/C=N/Nc2nn[nH]n2)c1	1.1	0.9	1.1	-2	0.7	10	41	1	-11	0.7
CNc1cccccc1=S	0.88	1	1.1	-2	1.3	3	-6	1	-5	1.1
CCC(Sc1nc(-c2ccccc2)c(C#N)c(=O)[nH]1)C(=O)Nc1nnc(C)s1 (configuration not stated)	1	1	1	-7	1.1	-2	-7	1.1	11	0.9
O=C(Nc1ccc(O)c(C(=O)O)c1)c1ccc2c(c1)C(=O)N(CC1CCCO1)C2=O (configuration not stated)	0.86	1	1	33	0.9	1	-6	0.7	6	0.9
CN(C)S(=O)(=O)c1cccc(NC(=O)c2ccc(OC(F)(F)F)cc2)c1	0.9	1	0.4	-4	0.9	4	-17	1	14	0.9
Cc1ccc(-n2nnnc2C(Cl)(Cl)c2nnnn2-c2ccc(C)cc2)cc1	1.4	1	1	1	0.7	-2	-8	1	-5	0.8
Cc1ccccc1NC(=O)CN1C(=O)N/C(=C\c2cccn2-c2cccc(C(=O)O)c2)C1=O	1.1	1	1.1	-7	1	-1	-2	1.1	-3	1
Cc1c(NC(=S)N/N=C/c2cccc(O)c2)c(=O)n(-c2ccccc2)n1C	1.1	1	1	-4	0.9	0	-6	1	10	0.9
CN1CCN(C(=O)c2cn(-c3ccccc3)nc2-c2cccnc2)CC1	0.96	1.1	0.6	-1	1	-5	-12	1	-2	0.9
CC(SC1CCCC1)C(=O)NC(C)(C#N)C(C)C (configuration not stated)	1.1	1	0.9	-2	1	-2	-7	1	-1	1
CCN(CC)S(=O)(=O)c1cccc(C(=O)Nc2cc(C)nn2-c2ccccc2)c1	0.94	1	0.9	0	1	-3	-12	1	2	0.9
O=C1CCC(C(=O)Nc2cccc3ccccc23)N1 (configuration not stated)	1.1	1.1	1	-1	1	-6	-9	1	0	1
Cc1ccc(S(=O)(=O)N2CCN(C(=O)COc3ccc(C)nc3[N+](=O)[O-])CC2)c(C)c1	1	1	0.9	-7	1	0	-8	1.1	6	1
COC(=O)c1cc(OC)c(OC)cc1NC(=O)Nc1ccc(OC)cc1OC	1	1.1	0.9	2	1	-6	-10	1	1	1
CCOC(=O)C1CCCN1C(=O)c1ccc(OC)c(Br)c1 (configuration not stated)	1.4	1	1.1	4	0.9	-2	-9	1	1	1
Cn1c(=O)c2c(SCC(=O)N3CCCc4ccccc43)nc(C3CC3)nc2n(C)c1=O	1.6	1	0.9	-8	0.8	-3	-8	1.1	7	0.9
Cc1ccc(N=C2NC(=O)/C(=C\c3ccc(C)s3)S2)cc1	1.3	1	1	1	1.1	0	-7	1	18	1.1
